GSK3A inh: inhibitors of human GSK-3 alpha kinase | AID 2650 | P49840 | inhibition, % at 10 µM | 0.1% of 320,000 active | ADP-Glo luminescence, 60 min;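 in the data active = inhibition above about 50%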;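 note: GST-tagged GSK-3 alpha with peptide substrate and 25 µM ATP; 0% = DMSO neutral wells and 100% = GW8510 positive control wells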
hERG rescue: shields human hERG channel from block by proarrhythmic agents | Q12809 | CHO-hERG, FluxOR thallium flux, dofetilide IC70 present | activation (rescue from dofetilide block), less the hit threshold, % at 10 µM | 0.51% of 310,000 active;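 active = activation above the mean of controls blocked by dofetilide plus 5 SD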;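 note: thallium influx through hERG after potassium depolarization seen as dye fluorescence rise; in these data hits start at about 4.7%; inactives centre near -7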
Target sequence (Q12809 whole entry, looked up): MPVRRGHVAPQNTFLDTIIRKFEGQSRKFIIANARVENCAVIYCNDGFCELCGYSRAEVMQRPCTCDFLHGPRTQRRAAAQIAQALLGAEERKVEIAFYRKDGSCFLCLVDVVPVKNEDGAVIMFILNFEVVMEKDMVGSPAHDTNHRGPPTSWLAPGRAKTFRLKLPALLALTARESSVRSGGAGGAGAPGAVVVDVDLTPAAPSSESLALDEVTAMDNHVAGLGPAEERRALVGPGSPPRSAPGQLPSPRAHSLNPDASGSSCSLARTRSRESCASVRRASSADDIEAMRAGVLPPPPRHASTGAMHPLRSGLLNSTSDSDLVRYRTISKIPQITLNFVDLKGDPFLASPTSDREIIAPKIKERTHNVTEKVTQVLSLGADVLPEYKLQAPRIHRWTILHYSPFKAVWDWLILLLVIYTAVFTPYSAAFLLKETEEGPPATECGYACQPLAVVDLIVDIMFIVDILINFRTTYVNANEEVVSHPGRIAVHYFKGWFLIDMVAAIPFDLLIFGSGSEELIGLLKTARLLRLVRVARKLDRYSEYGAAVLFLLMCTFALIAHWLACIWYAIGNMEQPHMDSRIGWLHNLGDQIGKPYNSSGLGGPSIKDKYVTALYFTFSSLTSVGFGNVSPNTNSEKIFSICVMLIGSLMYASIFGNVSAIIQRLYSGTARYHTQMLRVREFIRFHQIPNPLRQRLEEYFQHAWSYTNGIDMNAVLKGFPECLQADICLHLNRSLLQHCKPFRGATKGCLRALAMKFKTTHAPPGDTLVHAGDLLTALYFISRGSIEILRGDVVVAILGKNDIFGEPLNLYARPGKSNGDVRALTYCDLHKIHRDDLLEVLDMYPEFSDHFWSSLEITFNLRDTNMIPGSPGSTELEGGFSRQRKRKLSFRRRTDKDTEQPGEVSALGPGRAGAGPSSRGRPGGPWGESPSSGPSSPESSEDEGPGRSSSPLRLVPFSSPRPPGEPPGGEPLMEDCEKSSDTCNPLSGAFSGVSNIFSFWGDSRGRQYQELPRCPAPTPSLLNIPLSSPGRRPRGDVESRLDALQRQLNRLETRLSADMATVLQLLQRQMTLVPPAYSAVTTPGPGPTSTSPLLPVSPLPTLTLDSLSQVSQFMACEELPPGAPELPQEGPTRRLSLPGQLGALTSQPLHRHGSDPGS
Dyrk1A ADPGlo: inhibitors of rat Dyrk1A kinase; Q63470; ADP-Glo luminescence, NFATc1 peptide; inhibition, % at 12.5 µM; 0.43% of 310,000 active; in the data active = inhibition above about 50%;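 note: plate controls were vehicle with enzyme for no effect and no enzyme for full effect; many of its hits are not listed in these tables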
PolyA inh: inhibitors of polyadenylation in S. cerevisiae; S. cerevisiae SKY197-pL101 polyadenylation reporter, beta-gal luminescence; efflux-impaired pdr1/pdr3 knockout yeast; score 100 = 6 SD above DMSO; calls only at 12 µM; 0.02% of 300,000 active;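 active = lowest replicate activity score at least 50, where 100 means six control SD above control mean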;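 note: yeast exposed to compound for 9 h at 30 °C; higher score means more reporter readthrough which indicates perturbed polyadenylation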
RGS4 pot: RGS4 potentiation or activation; HEK293 M3R/inducible RGS4, carbachol calcium flux Fluo4; hits give low values; B-score at 10 µM; 0.92% of 310,000 active; AID 463111;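 active = B-score of the integrated calcium signal more than 4 SD below the library mean, with starting fluorescence not abnormally high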;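 note: negative B-score means reduced calcium response which marks RGS4 activation or potentiation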
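Material: M3R-expressing HEK293 line, RGS4 induced by doxycycline | Schedule: Overnight RGS4 induction, 30 min dye load 37 °C, 20 min compound RT | Measured by: Fluo4 fluorescence kinetic imaging of calcium | Read-out: Integrated calcium ratio converted to B score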
RGS4 inh: inhibitors of human RGS4; P49798; HEK293 M3R/RGS4 inducible, Fluo-4 calcium flux; hits give high values; triggered by carbachol at its EC20; B-score at 10 µM; 0.45% of 310,000 active; AID 463165;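 active = B-score, a plate-corrected calcium signal, over three deviations above library mean, with baseline fluorescence within five deviations of library mean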;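 note: RGS4 expression induced by doxycycline in cells with stable M3 receptor; B-score is computed from the integrated fluorescence ratio over baseline after carbachol; higher B-score means a larger calcium signal and so more RGS4 inhibition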
KCNQ1 act: potentiators or activators of human KCNQ1 potassium channel. AID 2648. CHO-K1 KCNQ1, thallium flux FluxOR fluorescence; hits give high values. B-score at 10 µM. 0.35% of 310,000 active. P51787;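 active = fluorescence ratio B-score, a plate-corrected score, at least three library SD, with initial intensity B-score within 5 SD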
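System: CHO-K1 cells stably expressing KCNQ1 / Medium: assay buffer for compound exposure, DMSO matched across wells / Reagent: thallium- and potassium-containing depolarizing buffer / Compound: one concentration, matched DMSO / Incubation: 20 min compound pretreatment at room temperature / Measured by: kinetic FluxOR fluorescence, 10 s baseline plus 110 s post-stimulus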
KCNK3 inh: human KCNK3 channel inhibition, primary screen. O14649. CHO-KCNK3 thallium flux, FluxOR fluorescence; hits give low values. B-score at 10 µM. 0.84% of 340,000 active;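 active = B-score under library mean minus 4 SD, starting fluorescence ratio at most library mean plus 5 SD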;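 note: more negative B-score means stronger inhibition of thallium flux through KCNK3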
KCNQ1 block: human KCNQ1 channel inhibition | CHO-K1 KCNQ1, FluxOR thallium flux fluorescence; hits give high values | B-score at 10 µM | 1.3% of 310,000 active;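 active = compounds whose thallium flux B-score, printed positive for inhibition, exceeds three library SD while starting fluorescence stays within three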;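 note: channel opened by potassium depolarization with thallium stimulus after 20 min compound exposure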
GSK3B inh: blocks human GSK3beta kinase activity; P49841; GST-GSK3beta kinase, ADP-Glo luminescence, 60 min; hits give low values; activity score (negative = inhibition), % at 10 µM; 0.038% of 300,000 active;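 active = more than half of replicate wells score below -50%, meaning over 50% inhibition versus plate controls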;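 note: 0% = median DMSO wells and -100% = median GW8510 positive control wells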
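test system = GST-tagged human GSK3beta kinase, cell-free | reagent = 25 µM ATP with peptide substrate | dosing = one dose of 10 µM per compound | schedule = 60 min reaction, RT | detection = luminescent ADP-Glo measurement of ADP formed | control set = DMSO neutral wells and GW8510 at 20 µM as positive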
KCNK9 inh: blocks the human KCNK9 two-pore domain potassium channel. HEK293 KCNK9, FluxOR thallium flux fluorescence; hits give low values. B-score at 10 µM. 1.2% of 310,000 active. AID 488922. Q9NPC2;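 active = ratio B-score over 3 SD below the library mean, with starting fluorescence within 5 SD of its mean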;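 note: negative B-score means less thallium flux so channel inhibition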
Numbers without * were called inactive; i = inactive; . = no result given. The list is partial; rates above refer to the full screens.

SMILES	GSK3A inh	hERG rescue	Dyrk1A ADPGlo	PolyA inh	RGS4 pot	RGS4 inh	KCNQ1 act	KCNK3 inh	KCNQ1 block	GSK3B inh	KCNK9 inh
Nc1ccc(OCc2ccccc2)cc1	-1	1	2	i	i	i	i	i	i	0	i
COC(=O)CN1C(=O)C(O)(CC(=O)c2ccccc2)c2ccccc21 (configuration not stated)	-1	-7	-4	i	i	i	i	i	i	1	i
Cc1ccc(/C=N/NC(=O)c2nnn(-c3nonc3N)c2CN(C)C)o1	2	-9	-5	i	i	i	i	i	i	2	i
CCO[C@H]1OC(C(=O)N2CCCCCCC2)=C[C@@H](C2CCCCC2)[C@@H]1CCCO	0	-9	11	i	i	i	i	i	i	2	i
Cn1c(SCC(=O)NCCN2C(=O)CSC2=O)nnc1-c1ccccc1	-4	-6	.	i	i	i	i	i	i	0	i
CCN(CC)CC(O)COCCC12CC3CC(CC(C3)C1)C2 (configuration not stated)	0	4	-3	i	i	i	i	i	i	0	i
CC(C)(C)n1nc2c(c1NC(=O)c1ccccc1S(=O)(=O)C(F)F)CS(=O)(=O)C2	3	-7	4	i	i	i	i	i	i	1	i
O=C(NN=C1CCCC1)c1cccs1	2	-5	0	i	i	i	i	i	i	-3	i
O=C(NC1CCCCC1)N1CCN(c2ccccc2)CC1	-2	-6	3	i	i	i	i	i	i	-4	i
O=[N+]([O-])c1nn(-c2ccc3c(c2)OCCO3)n(O)c1=Nc1ccccc1	-3	-7	3	i	i	i	i	i	i	0	i
Cn1c(SCc2ccc(F)cc2)nnc1-c1ccncc1	0	-5	7	i	i	i	i	i	i	1	i
COc1ccc(-c2csc3ncnc(NCCN4CCOCC4)c23)cc1	1	-13	19	i	i	i	i	i	i	1	i
COc1ccc(CNC(=O)Cn2nc([N+](=O)[O-])c(Br)c2C)cc1	1	-3	-1	i	i	i	i	i	i	-2	i
CCOc1ccc(N(C)S(=O)(=O)c2ccc3[nH]cc(C(=O)NCCCOC)c(=O)c3c2)cc1	2	-8	.	i	i	i	i	i	i	0	i
Cc1ccc(OCC(=O)Nc2cccc(S(=O)(=O)NC3=NCCCCC3)c2)cc1C	2	-12	3	i	i	i	i	i	i	-3	i
Cc1ccccc1C(=O)NC1CC2CCCC(C1)N2C(=O)Nc1ccccc1 (configuration not stated)	-2	-5	-6	i	i	i	i	i	i	1	i
CCOC(=O)c1ccccc1NC1c2ccccc2C(=O)N1c1ccc(C)cn1 (configuration not stated)	-1	-11	4	i	i	i	i	i	i	4	i
CCCC1=NN(C(=O)CCc2ccccc2O)C(O)(C(F)(F)F)C1 (configuration not stated)	1	-3	3	i	i	i	i	i	i	3	i
O=C(C(Sc1ccccc1)c1ccccc1)N1CCN(c2ccccc2F)CC1 (configuration not stated)	4	-8	0	i	i	i	i	i	i	-1	i
Cc1nc(SCC(=O)c2cc3ccccc3oc2=O)c(C#N)c(-c2ccccc2)c1C(=O)Nc1ccccc1	0	-7	-2	i	i	i	i	i	i	2	i
O=C(CCNC(=O)c1ccc(Br)cc1)NCCCc1ccccc1	0	-11	-6	i	i	i	i	i	i	-1	i
CC(c1ccccc1)n1c(N2CCN(C)CC2)nc2c1c(=O)[nH]c(=O)n2C (configuration not stated)	-1	1	.	i	i	i	i	i	i	-1	i
CSc1nc(O)c(Cc2ccccc2)c(=O)[nH]1	-1	-8	-1	i	i	i	i	i	i	2	i
CSc1ncccc1C(=O)N1CCN(S(=O)(=O)c2ccc(F)cc2)CC1	-4	-3	1	i	i	i	i	i	i	0	i
CCN(CC)c1nc2n(c(=S)n1)CCS2	-4	-10	27	i	i	i	i	i	i	0	i
More records follow:
SMILES	GSK3A inh	hERG rescue	Dyrk1A ADPGlo	PolyA inh	RGS4 pot	RGS4 inh	KCNQ1 act	KCNK3 inh	KCNQ1 block	GSK3B inh	KCNK9 inh
CN(C)CCCNC(=O)c1ccc(=O)[nH]n1	0	-4	0	i	i	i	i	i	i	-2	i
CC1CCc2c(sc3ncnc(NCCN4CCOCC4)c23)C1 (configuration not stated)	12	-8	25	i	i	i	i	i	i	2	i
O=C1c2ccccc2S(=O)(=O)N1Cc1ccccc1[N+](=O)[O-]	-2	-5	-6	i	i	i	i	i	i	-1	i
COc1ccc(N(CC(=O)Nc2cccnc2)S(=O)(=O)c2ccc(C)cc2)cc1Cl	-1	-10	0	i	i	i	i	i	i	0	i
Cc1ccc(S(=O)(=O)N2CCN(C(=O)c3sccc3-c3ccccc3)CC2)cc1	1	-11	1	i	i	i	i	i	i	-1	i
CCCCNC(=O)Cn1c(=O)c2c(ncn2CC)n(Cc2ccccc2)c1=O	-1	-6	0	i	i	i	i	i	i	0	i
CCc1ccc(NC(=O)[C@H](Cc2c[nH]c3ccccc23)NC(=O)[C@@H]2Cc3ccccc3CN2)cc1	-1	-11	-3	i	i	i	i	i	i	3	i
Cc1cccc(C)c1NC(=O)c1cn(-c2ccccc2)nc1-c1ccccc1	-1	0	0	i	i	i	i	i	i	3	i
CCc1ccc(CN(C)C(=O)c2ccc3c(=O)n4c(nc3c2)CCC4)cc1	-3	-18	-2	i	i	i	i	i	i	1	i
O=C(O)c1cccc(NC(=S)N/N=C/c2ccccn2)c1	2	-12	-24	i	i	i	i	i	i	0	i
CN(C)CCCNC(=S)N(CCCO)Cc1cc2cc3c(cc2[nH]c1=O)OCO3	1	2	-2	i	i	i	i	i	i	0	i
CCOC(=O)CN1C(=O)COc2ccc(C(C)(C)C)cc21	-1	-8	2	i	i	i	i	i	i	-8	i
CC1=C(C(=O)OC2CCCCC2)C(c2cccc([N+](=O)[O-])c2)NC(=O)N1 (configuration not stated)	6	-5	-3	i	i	i	i	i	i	-1	i
CS(=O)(=O)c1ccc(Cl)c(NC(=O)COC(=O)c2cccc(C#N)c2)c1	1	-1	-1	i	i	i	i	i	i	-3	i
COC(=O)c1c(NC(=O)Cc2cccs2)sc(C)c1C	-6	-3	0	i	i	i	i	i	i	0	i
C/C(=N\NC(=O)c1nn(C)c(C)c1Br)c1ccc(NC(=O)c2ccc(C)s2)cc1	2	-6	2	i	i	i	i	-8.8*	i	-1	i
O=c1[nH]c2cc([N+](=O)[O-])c(NCCO)c([N+](=O)[O-])c2[nH]1	4	-4	2	i	i	i	i	i	i	-4	i
COC(C[C@H]1O[C@H]1[C@@H](O)[C@@H](C)OCc1ccccc1)OC	.	-4	5	i	i	i	i	i	i	13	i
COc1ccc(-n2nnnc2SCC(=O)NCCc2ccccc2)cc1OC	3	-16	0	i	i	i	i	i	i	3	i
Cc1sc(NC(=O)CSC2=NCCS2)nc1-c1ccccc1	-2	-7	3	i	i	i	i	i	i	-1	i
CCCCCOC(=O)c1ccc(OC(=O)c2cncc(Br)c2)cc1	-1	-3	-2	i	i	i	i	i	i	-3	i
Fc1ccc2nc3[nH]c4ccccc4c3nc2c1	7	-11	23	i	i	i	i	i	i	-7	i
O=C(c1ccc(Cl)c(Cl)c1)N1CCC(=O)N(C(CO)Cc2ccccc2)CC1 (configuration not stated)	0	-7	1	i	i	i	i	i	i	1	i
O=C(Nc1ccc(C2SCCS2)cc1)c1ccccc1	1	-4	.	i	i	i	i	.	i	-1	i
COc1cnc(-c2ccccn2)nc1Sc1c(Cl)cccc1Cl	0	-7	1	i	i	i	i	i	i	0	i
Continued:
SMILES	GSK3A inh	hERG rescue	Dyrk1A ADPGlo	PolyA inh	RGS4 pot	RGS4 inh	KCNQ1 act	KCNK3 inh	KCNQ1 block	GSK3B inh	KCNK9 inh
CCCn1nnnc1NCc1ccccc1C	0	1	-2	i	i	i	i	i	i	2	i
COc1ccc(CNC(=O)CN(c2ccc(C(C)C)cc2)S(=O)(=O)c2c(C)noc2C)cc1	-2	-8	-4	i	i	i	i	i	i	1	i
COc1cc(/C=C(\NC(C)=O)C(=O)Nc2cccc(O)c2)ccc1OC(C)=O	-1	-10	-3	i	i	i	i	i	i	0	i
C=CCn1c(C(CCCC)CC(O)COCC(C)C)n[nH]c1=S (configuration not stated)	-4	-16	4	i	i	i	i	i	i	0	i
N#C/C(=C/c1cccs1)c1ccccn1	4	-1	0	i	i	i	i	i	i	1	i
COc1ccc(N2C(=O)CCC(C(=O)N3CCOCC3)C2c2ccc(F)cc2)cc1 (configuration not stated)	-2	-5	5	i	i	i	i	i	i	1	i
O=C(CSc1ccccc1)N1CCCC(N2CCN(c3cccc(Cl)c3)CC2)C1 (configuration not stated)	-3	-8	3	i	i	i	i	i	i	2	i
CN(C)S(=O)(=O)c1ccc(N2CCCC2)c(C(=O)NC(c2ccccc2)c2ccccc2)c1	-2	-5	-3	i	i	i	i	i	i	1	i
O=S1(=O)C=C(Sc2nc3cc(Cl)ccc3o2)c2ccccc21	-1	-20	48	i	i	i	i	i	i	1	i
Cc1nc[nH]c(=O)c1Br	-2	-13	-1	i	i	i	i	i	i	0	i
CCOC(=O)COn1c2c(c3c4no[n+]([O-])c4ccc31)CCCC2	-3	-10	2	i	i	i	i	i	i	-1	i
CC(C)C(=O)Nc1cccc(NC(=O)c2cccc(F)c2)c1	.	-16	-6	i	i	i	i	i	i	-3	i
CCCN(C(=O)Cc1c(C(=O)O)n(C)c2ccccc12)c1cccc(C)c1	-3	-5	-3	i	i	6.2*	i	i	i	3	i
Cc1c(-c2ccccc2)nc2ccccc2c1C(=O)Oc1ccc([N+](=O)[O-])cc1	-5	-18	11	i	i	i	i	i	i	1	i
Cc1cc(C)c2c(n1)nn1c(C3CC3)cc(C(F)(F)F)nc21	-1	-7	-5	i	i	i	i	i	i	3	i
Cc1ccc(OCc2cc(C(=O)N3CCCC3)no2)cn1	1	-10	1	i	i	i	i	i	i	1	i
CC(=O)Nc1ccc(S(=O)(=O)NCC2CCC(C(=O)NC3CCCCCC3)CC2)cc1 (configuration not stated)	-8	-7	0	i	i	i	i	i	i	1	i
[O-][n+]1onc2c1CCC(=N/O)/C2=N\Nc1ccccc1	2	-9	.	i	i	i	i	.	i	4	i

Compound activity as filed in PubChem.
